# From PubChem
# AddAB inh = growth inhibition of E. coli expressing H. pylori AddAB, primary screen, AddAB inhibitor project, absorbance; inhibition, % at 11.9 µM; 0.29% of 330,000 active; AID 435030, 2010; in the data active means inhibition above about 12%;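 further: 0% = vehicle wells of infected cells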
# PfHsp90 yeast 2 = growth inhibition of PfHsp90-expressing yeast, primary screen, antimalarial PfHsp90 inhibitor project, S. cerevisiae, BacTiter-Glo luminescence, single point, set 2; BacTiter-Glo ATP, 48 h; yeast lacking PDR1 and PDR3 efflux regulators; inhibition, % at 9.4 µM; AID 504621, 2011; 0.32% of 310,000 active;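 active means every replicate shows inhibition above about 80%, whatever the replicate mean, limit read from the data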;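 further: 0% = DMSO neutral controls and 100% = 20 µM radicicol positive controls; yeast relying on Plasmodium falciparum Hsp90 in place of its own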
# PKA-R1A activ = activators of PKA-R1A holoenzyme, primary screen, biochemical, fluorescence polarization, Cy5-IP20, bovine R1A, mouse PKAc. cAMP-dependent protein kinase type I-alpha regulatory subunit (Bos taurus) + …. PKA-R1A dissociation; scaled: DMSO 0%, 113 µM cGMP 100%. activation, % at 11.4 µM. 0.083% of 340,000 active;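 active means percent activation above the mean of all tested compounds plus 3 SD, cut at about 19% in these data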;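 further: higher means more PKAc released from R1A so a rise in polarization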
# phage Ecoli inh = growth loss of phage-infected E. coli, primary screen, RecBCD inhibitor project, absorbance, with phage, HTS; AID 651602, 2012; 0.26% of 360,000 active; inhibition, % at 11.9 µM; in the data active means inhibition above about 11%
# HTR5A inv ag = HTR5A inverse agonists in luminescence cell assay, primary screen, counter-screen for OPRM1-OPRD1 heterodimer inverse agonist project, full-deck HTS; 0.083% of 340,000 active; HTR5A cell line, inverse agonism; inhibition, % at 9.3 µM; 5-hydroxytryptamine receptor 5A (Homo sapiens), P47898; AID 504634, 2011; in the data active means inhibition mostly above about 23%, no sharp cut-off; inactive means mostly below about 18%;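 further: 0% = cells with DMSO and 100% = no-cell wells with DMSO; some compounds called inactive have numbers as strong as hits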
# Target sequence (P47898 whole entry, looked up): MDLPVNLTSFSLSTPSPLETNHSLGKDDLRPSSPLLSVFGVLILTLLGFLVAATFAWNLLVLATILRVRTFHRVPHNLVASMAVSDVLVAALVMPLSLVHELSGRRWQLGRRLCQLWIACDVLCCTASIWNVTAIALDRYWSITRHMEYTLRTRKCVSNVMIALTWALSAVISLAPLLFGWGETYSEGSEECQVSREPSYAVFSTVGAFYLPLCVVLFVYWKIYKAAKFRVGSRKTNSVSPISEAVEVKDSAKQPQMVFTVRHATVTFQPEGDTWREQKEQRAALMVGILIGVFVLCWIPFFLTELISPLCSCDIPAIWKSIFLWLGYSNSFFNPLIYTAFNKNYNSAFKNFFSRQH
# HTR5A ag = HTR5A agonists in luminescence cell assay, primary screen, counter-screen for OPRM1-OPRD1 heterodimer agonist project, full-deck HTS; 5-hydroxytryptamine receptor 5A (Homo sapiens), P47898; cell-based; activation, % at 9.3 µM; 0.61% of 340,000 active; in the data active means activation mostly above about 9.5%, no sharp cut-off; inactive means mostly below about 7.6%;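 further: 0% = cells with vehicle only and 100% = reference agonist; strong numbers were not always called active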
# MOR-DOR ag = agonists of OPRM1-OPRD1 heterodimerization, primary screen, cell-based, luminescence | Mu-type opioid receptor (Homo sapiens) + Delta-type opioid receptor (Homo sapiens), … | cells | activation, % at 9.3 µM | 0.3% of 340,000 active; in the data active means activation above about 18%;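 further: 0% = vehicle-treated cells and 100% = reference agonist; values of inactives mirror those of a sister screen read the other way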
# Mot1-301 SUMO = yeast Mot1-301 growth rescue at high temperature, primary screen, SUMOylation pathway inhibitor project, S. cerevisiae, ATP luminescence, 38.5C. S. cerevisiae Mot1-301 growth rescue; percent above DMSO median, 100 means doubled. growth rescue, % at 18.8 µM. 1% of 320,000 active;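 active means every valid replicate shows activation above 250% relative to neutral control wells; inactive means the rest, any valid replicate at or below 250%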;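 further: OY570 slx delta 5 strain wells were the positive control but not used for scaling; some compounds called inactive have numbers as strong as hits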
# E coli growth = E. coli V3065 growth inhibition, primary screen, counter-screen for AddAB inhibitor project, absorbance, OD600; inhibition, % at 11.9 µM; 18 h; 0.27% of 330,000 active;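 active means inhibition above the campaign's mean inhibition across all tested compounds plus 3 SD, cut at about 9.9% in these data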;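 further: uninfected addAB+ strain grown without phage in ampicillin broth; 0% = DMSO wells and 100% = ciprofloxacin 0.95 µg/ml wells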
# OPRM1-OPRD1 inv = inverse agonists of MOR-DOR heterodimerization, primary screen, cell-based, luminescence; cell-based MOR-DOR heterodimer luminescence, inverse agonism; inhibition, % at 9.3 µM; 0.21% of 340,000 active; in the data active means inhibition above about 22%, passing the limit was not always enough;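 further: 0% = cells with DMSO and 100% = wells without cells with DMSO; values of inactives mirror those of a sister screen read the other way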
# DSG3 Ab inh = inhibitors of pemphigus antibody binding to DSG3, primary screen, biochemical, bead-based, flow cytometry, scFv-GFP. Desmoglein-3 (Homo sapiens), P32926. DSG3-coupled beads, scFv-anti-DSG3-GFP binding; stronger effect = lower value. binding (percent of control), % at 10 µM. 0.48% of 310,000 active. AID 588358, 2011;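 active means binding more than 3 SD below its plate's average and above zero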;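 further: hits lower antibody fragment binding to DSG3; some compounds called inactive have numbers as strong as hits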
# The depositor's hits bear a star; · = no result given.
Structure	AddAB inh	PfHsp90 yeast 2	PKA-R1A activ	phage Ecoli inh	HTR5A inv ag	HTR5A ag	MOR-DOR ag	Mot1-301 SUMO	E coli growth	OPRM1-OPRD1 inv	DSG3 Ab inh
CC1(C)Cc2c(sc3c2c(N)nc(=S)n3Cc2ccc(Br)cc2)CO1	2.6	13	-5	2.1	-12	2	-3.3	1	0.3	17	107
O=C(Nc1ccc2nc3ccccc3nc2c1)c1ccccc1	-2.2	43	-18	-2.1	16	-4	2.8	12	-1.7	-14	90
CC(=O)c1ccc(N2CCN(c3ccc(S(=O)(=O)NCCN(C)C)cc3[N+](=O)[O-])CC2)cc1	2.9	-16	8	-0.9	25	-2	-1.3	-3	-0.8	7	130
CCn1c(Oc2ccccc2F)nc2c1c(=O)n(C)c(=O)n2C	1.0	-9	2	3.2	-14	4	0.3	3	-1.8	-1	102
CCc1ccc(CNC(=O)C2CCCN(c3nc4ccccc4o3)C2)cc1 (stereo not given)	2.1	6	-10	2.6	-18	5	4.3	3	0.5	-23	99
CC(C)(C)OC(=O)N1CCC[C@H]1C(=O)O	3.6	-24	-4	1.9	3	6	0.8	116	1.2	-5	103
O=C(O)Cc1coc2cc3c(cc12)CCC3	2.6	-6	9	0.6	-49	2	-2.4	71	-0.2	11	·
CN(C)S(=O)(=O)c1ccc(C(=O)NCc2ccccn2)cc1	0.8	-1	-5	2.4	-16	5	-1.5	-8	-2.9	8	104
Cc1ccc(/C=N/NC(=O)c2nnn(-c3nonc3N)c2-c2ccccc2)o1	0.3	-4	-5	1.3	5	-1	-3.6	-8	-0.4	19	·
COc1ccc(C(=O)NCCS(=O)(=O)NCc2ccc3c(c2)OCO3)cc1	-0.8	·	-1	2.3	0	0	-1.4	-15	-2.8	9	95
CCN(CC)S(=O)(=O)c1cc(C(=O)OCC(=O)c2ccc3c(c2)NC(=O)CO3)ccc1F	0.2	3	-2	2.7	-3	1	-0.3	-2	-1.4	1	110
CCOC(=O)c1cccc(N2C(=O)c3ccccc3S2(=O)=O)c1	3.6	2	13	0.0	-7	3	-3.1	-8	-2.4	15	96
CCOC(=O)Nc1cc2c(cc1C(C)=O)OCO2	0.1	-16	-4	1.1	-23	0	-0.6	4	0.4	3	100
O=C(NCc1ccc(Cl)cc1)N1CCN(S(=O)(=O)c2ccccc2)CC1	1.6	-10	-4	2.3	-41	3	-1.7	23	-2.5	11	·
Cn1c(N)c(C(=O)CSc2n[nH]c(-c3ccccc3)n2)c(=O)n(C)c1=O	2.2	-37	-1	1.0	-4	-1	-3.9	-1	0.5	14	·
N#Cc1ccccc1OCCN1C(=O)c2ccccc2C1=O	2.1	-8	0	2.9	-1	0	-1.6	-7	-1.8	9	109
O=C(COC(=O)c1ccc(Cl)c([N+](=O)[O-])c1)Nc1ccccc1OC(F)F	-0.5	-36	-10	-0.2	13	-5	1.5	38	7.4	-8	116
O=C(NNC(=O)c1ccc(SCC2CCCO2)c([N+](=O)[O-])c1)c1ccc(Cl)c([N+](=O)[O-])c1 (stereo not given)	-0.7	-5	-4	2.2	-36	1	1.3	-16	-0.7	-7	92
COc1ccccc1OCC(=O)OCC(=O)NC1CCCCC1	-2.2	·	-1	3.3	2	-1	-0.7	-13	1.7	4	84
C=CCSc1nc(NC)c2sccc2n1	3.2	1	-11	2.4	-8	1	-2.0	7	0.5	9	109
O=C(CCl)Nc1ncc(S(=O)(=O)c2ccc([N+](=O)[O-])cc2)s1	0.6	-28	-5	0.2	-6	2	8.6	18	-0.7	-42	116
COc1ccc(N(C(=O)c2ccncc2)S(=O)(=O)c2cccs2)cc1	0.0	21	-3	2.3	13	-1	-2.4	97	1.9	12	88
COc1cc(C(=O)Oc2cc(N)n(S(=O)(=O)c3ccccc3)n2)cc(OC)c1OC	4.3	-18	4	1.4	11	4	-0.2	7	1.1	1	·
O=Nc1c(O)n(Cc2ccc(Cl)cc2Cl)c2ccccc12	2.0	6	-2	4.5	-40	10	7.5	·	0.2	-39	98
Cc1ccc(OCCOC(=O)c2cc(S(=O)(=O)N3CCCCC3)ccc2N2CCOCC2)cc1	1.2	-9	-9	0.1	-25	10	-1.1	-9	-2.3	4	105
CCn1c(SCC(=O)Nc2nc(C)c(C)s2)nnc1-c1ccco1	-0.8	·	-23	3.4	10	1	-1.3	-20	1.9	7	96
CC(=O)C1=C(O)C(=O)N(c2ccc(O)cc2)C1c1ccc([N+](=O)[O-])cc1 (stereo not given)	0.9	30	-6	4.1	-2	1	-3.8	-9	-1.0	19	·
CCOC(=O)c1ccccc1NS(=O)(=O)c1ccccc1F	2.1	·	-3	3.4	33	2	0.4	-20	-0.7	-2	88
COCCCN1CC(=O)N2C(c3ccc(C)cc3)c3[nH]c4ccccc4c3C[C@H]2C1=O (stereo not given in full)	-0.5	16	-1	3.1	-6	2	-1.8	-3	-3.6	8	105
Cc1cc(N/C=C/C(=O)c2cccs2)ccc1F	-0.6	1	-1	3.7	1	5	-0.2	-22	2.7	1	108
FC(F)(F)c1ccccc1NC(=S)NN1CCOCC1	0.9	-53	4	1.6	-21	8	-1.0	-17	-2.2	5	97
O=C(Nc1cc(N2CCCCC2)ncn1)c1ccccc1	-0.7	23	-7	2.5	-2	1	-0.6	-20	-3.1	4	103
Cc1cc(C)c(NC(=O)COC(=O)Cn2nc(-c3ccccc3)oc2=O)c(C)c1	1.3	-10	-3	2.4	4	-3	-2.2	3	-0.3	8	100
Fc1cccc(CN2CCN(Cc3nc(-c4cnccn4)no3)CC2)c1	4.6	-8	-1	1.6	9	-4	0.8	2	-1.8	-4	-16*
CCOc1ccc(C(=O)NCc2ccccc2OC)cc1	0.9	-14	7	1.5	-4	0	-0.7	9	-1.0	4	102
Cc1cc(C)n(C(=O)CCCCCC(=O)n2nc(C)cc2C)n1	3.4	4	10	0.5	-3	4	-2.1	184	2.9	12	104
CCN(CC)C(=O)CSc1nc2ccccc2c(=O)n1CC	2.4	-11	-10	0.8	20	-8	-4.2	2	-1.1	18	·
CCNC(=O)c1ccc(-n2nc(C)cc2-c2ccccc2)cc1	1.4	8	-5	1.4	-8	1	-2.5	17	1.4	15	·
CN(C)CC(O)CN(c1ccccc1)c1ccccc1 (stereo not given)	6.2	·	·	1.0	·	·	·	-7	4.1	·	98
CC(NC(=O)C(NS(=O)(=O)c1cccs1)C(C)C)c1ccc(S(N)(=O)=O)cc1 (stereo not given)	1.1	10	-6	1.0	11	-4	-4.6	-13	3.0	18	·
O=C(CSc1ccccc1)N(c1ccc(Br)cc1)c1nccs1	2.1	-12	-7	2.9	3	-1	2.3	-7	0.9	-12	111
COc1ccc(C(=O)/C=C/N2CCCCC2)cc1OC	-0.1	12	-2	1.3	-1	0	-1.9	-11	-3.0	11	81
COc1cc(CNCCc2ccc(S(N)(=O)=O)cc2)ccc1OCc1ccc(Cl)cc1	0.1	-6	-6	1.9	-3	4	3.6	12	1.2	-20	111
C/C=C/Cn1c(Br)nc2c1c(=O)n(C)c(=O)n2C	2.1	6	-3	1.2	5	4	-0.8	-6	0.9	5	101
COc1cccc(CN(C)CC(=O)Nc2cccc(S(=O)(=O)N(C)c3ccccc3)c2)c1OC	·	5	-9	2.9	-6	1	-0.4	·	·	2	106
CS(=O)(=O)c1ccc(C(=O)Nc2cc(S(C)(=O)=O)ccc2Cl)cc1	2.7	-3	-3	2.8	7	-2	-0.5	-7	-1.4	2	96
CC(NC(=O)c1ccc(Cl)cc1)c1nnc(SCc2ccc([N+](=O)[O-])cc2)n1C (stereo not given)	1.3	-13	7	1.9	-2	2	0.2	-14	0.3	-1	100
O=c1[nH]c(N/N=C/c2cc3c(cc2[N+](=O)[O-])OCO3)nc2ccccc12	1.2	1	9	2.7	-1	-4	-0.5	-1	0.8	3	98
O=C(Nc1nnc(S(=O)(=O)N2CCN(c3ccc(F)cc3)CC2)s1)c1ccco1	3.4	-1	3	2.1	4	-3	-2.0	34	-2.0	10	103
CC1CCN(C(=O)CN2C(=O)NC(c3ccccc3)(c3ccccc3)C2=O)CC1	-0.4	4	-3	2.6	3	-1	0.1	·	-2.1	0	95

# (listing goes on)
Structure	AddAB inh	PfHsp90 yeast 2	PKA-R1A activ	phage Ecoli inh	HTR5A inv ag	HTR5A ag	MOR-DOR ag	Mot1-301 SUMO	E coli growth	OPRM1-OPRD1 inv	DSG3 Ab inh
COc1cc2ccccc2cc1C(=O)Nc1ccccc1Cl	-3.9	-22	-5	2.3	-21	6	2.5	3	-0.5	-11	106
Cc1ccc(NC(=O)CCn2c(=O)[nH]c3ccsc3c2=O)cc1	0.3	7	-3	1.1	-4	1	-1.3	-28	-0.3	7	98
O=[N+]([O-])c1ccc2nc(CN3CCCCC3)[nH]c2c1	0.7	-42	10	4.1	4	-1	-1.2	-2	-0.7	6	102
Cc1ccc(-c2c(C(=O)N/N=C/C3CCCCC3)nnn2-c2nonc2N)cc1	1.4	-34	-9	-0.7	-3	0	-1.2	-11	0.2	6	·
CCOC(=O)COc1ccc2c(c1)c(C(C)=O)c(C)n2-c1ccccc1	·	-26	-6	1.2	-4	1	-2.4	-1	·	11	103
O=C(O)C1CC(=O)N(c2ccc(OCc3ccccc3)cc2)C1 (stereo not given)	2.8	-16	4	3.0	12	0	-0.4	1	-1.2	2	103
CCOC(=O)c1ccc(NC(=O)CCc2nc(-c3ccc(Cl)cc3)no2)cc1	1.0	4	1	3.2	-9	3	5.2	0	-0.7	-31	·
O=c1[nH]c(NCCO)c(N=Cc2ccccc2)c(=O)[nH]1	3.6	1	3	1.5	8	-1	-1.5	-1	3.4	8	106
COc1cc(C(O)P(=O)(OC2CCCCC2)c2ccc(N(C)C)cc2)cc(OC)c1OC (stereo not given)	0.9	·	3	1.9	-7	2	-4.2	0	-1.2	19	107
O=C(CN1C(=O)S/C(=C\c2ccccc2Cl)C1=O)NCCCn1ccnc1	3.7	17	-4	1.2	5	-1	-3.2	-10	1.2	17	102
O=C(Nc1ccc(F)c(Cl)c1)c1cccnc1	-0.7	-1	3	2.3	2	-1	-1.4	0	-2.1	7	117
